Screening results: PubChem BioAssay, The Scripps Research Institute Molecular Screening Center
CHRM1 antagonist: blocks human M1 muscarinic receptor; CHO-K1 hM1, Fluo-8 calcium fluorescence, ACh EC80 antagonist; P11229; inhibition, % at 3 µM; 1.3% of 360,000 active;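 active means percent inhibition above its own plate's cutoff, namely the mean of that plate's compound wells plus 3 SD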;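 further: peak over basal fluorescence ratio during 140 s after agonist addition; 0% = ACh EC80 plus DMSO and 100% = DMSO alone without agonist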
Target sequence (P11229 whole entry, looked up): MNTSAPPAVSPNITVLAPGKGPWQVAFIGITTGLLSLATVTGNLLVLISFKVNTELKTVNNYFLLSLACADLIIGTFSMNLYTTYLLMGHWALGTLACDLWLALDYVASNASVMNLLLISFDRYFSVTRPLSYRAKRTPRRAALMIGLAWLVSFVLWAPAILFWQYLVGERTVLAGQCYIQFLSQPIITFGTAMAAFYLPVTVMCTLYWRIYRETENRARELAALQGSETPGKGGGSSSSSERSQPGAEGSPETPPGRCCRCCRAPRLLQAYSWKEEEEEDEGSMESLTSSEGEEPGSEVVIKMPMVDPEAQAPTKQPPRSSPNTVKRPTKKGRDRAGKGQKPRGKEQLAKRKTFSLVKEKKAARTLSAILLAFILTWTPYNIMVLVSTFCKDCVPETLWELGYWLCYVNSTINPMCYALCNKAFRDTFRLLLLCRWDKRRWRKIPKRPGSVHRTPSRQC
CHRM5 PAM: CHRM5 positive allosteric modulation; 0.3% of 360,000 active; CHO-K1 hM5, Fluo-8 calcium, ACh EC20 PAM; 0% = ACh EC20, 100% = ACh EC100; activation, % at 3 µM;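 active means activation above the run cutoff, the mean activation of all test compounds plus 3 SD, cut at about 18% in these data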
Target sequence (P08912 whole entry, looked up): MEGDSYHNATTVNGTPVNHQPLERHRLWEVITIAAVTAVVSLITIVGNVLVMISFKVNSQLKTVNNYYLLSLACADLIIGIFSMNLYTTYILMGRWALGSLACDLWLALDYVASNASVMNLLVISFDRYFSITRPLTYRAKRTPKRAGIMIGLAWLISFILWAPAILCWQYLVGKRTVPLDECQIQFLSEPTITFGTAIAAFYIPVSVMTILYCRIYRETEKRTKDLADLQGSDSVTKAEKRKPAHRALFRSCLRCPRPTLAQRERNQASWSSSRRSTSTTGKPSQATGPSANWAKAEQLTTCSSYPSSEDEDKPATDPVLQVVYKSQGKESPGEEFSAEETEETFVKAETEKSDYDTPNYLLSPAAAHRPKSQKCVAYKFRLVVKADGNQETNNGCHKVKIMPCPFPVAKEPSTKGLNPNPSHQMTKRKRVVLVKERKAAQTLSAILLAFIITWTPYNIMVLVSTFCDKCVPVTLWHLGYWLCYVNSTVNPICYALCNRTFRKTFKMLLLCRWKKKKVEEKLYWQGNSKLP
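System: CHO-K1 hM5 cells. Reagent: acetylcholine, EC20 level. Compound dosing: single dose, 3 µM nominal final test concentration. Timing: Post-acetylcholine fluorescence recording 140 s. Detection: Fluo-8 calcium fluorescence. Read-out: % activation, ACh-normalized. Benchmarks: ACh EC20 and EC100 wells. Repeats: singlicate, one well per test compound.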
CHRM4 agonist: agonists of human muscarinic M4 receptor (CHRM4). P08173. CHO-K1 hM4/Gqi5, Fluo-8 calcium fluorescence; vehicle 0%, full acetylcholine response 100%. activation, % at 3 µM. 0.14% of 360,000 active. AID 624127;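 active means activation above the run mean over all test wells plus 3 SD, cut at about 32% in these data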;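 further: peak over basal fluorescence ratio per well then scaled between controls; 0% = DMSO wells and 100% = acetylcholine at EC100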
TAAR1 agonist: human TAAR1 agonism | CHO RD-HGA16 TAAR1, Fluo-8 calcium fluorescence; vehicle wells 0%, saturating PEA agonist 100% | activation, % at 3 µM | 0.99% of 360,000 active;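 active means activation above the mean activation of all test compounds in the run plus 3 SD, cut at about 38% in these data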
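Test system: RD-HGA16 (CHO) cells co-expressing Gα16 and hTAAR1 / Benchmarks: DMSO vehicle as 0%, PEA at EC100 as 100% / Repeats: no replicates (n 1) / Measure: % activation from peak over basal fluorescence ratio, DMSO-to-PEA scaled / Timing: 17-24 h plating, Fluo-8 75 min 37 °C, 30 min RT / Technique: kinetic Fluo-8 calcium fluorescence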
CHRM5 antagonist: antagonists of human muscarinic M5 receptor (CHRM5); CHO-hM5 cells, Fluo-8 calcium fluorescence, ACh EC80; inhibition, % at 3 µM; 0.59% of 360,000 active; AID 624040;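 active means inhibition above a per-plate cutoff, the mean of that plate's test compounds plus 3 SD, cut at about 27% in these data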;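 further: 0% = acetylcholine EC80 with DMSO and 100% = DMSO without agonist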
CHRM4 antagonist: blocks acetylcholine activation of human M4 receptor | P08173 | CHO-hM4 cells, ACh EC80, Fluo-8 calcium fluorescence | inhibition, % at 3 µM | 0.73% of 360,000 active | AID 624125;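 active means inhibition above its plate's cutoff, the mean inhibition of sample wells plus 3 SD, cut at about 27% in these data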;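 further: 0% = acetylcholine EC80 with DMSO and 100% = DMSO without agonist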
M5 ag: agonists of human muscarinic M5 receptor (CHRM5) | P08912 | CHO-K1 hM5 cells, Fluo-8 calcium fluorescence; 0% DMSO wells, 100% maximal acetylcholine response | activation, % at 3 µM | 0.19% of 360,000 active;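 active means activation above the run's mean over test compounds plus 3 SD, cut at about 23% in these data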;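 further: signal is peak over basal fluorescence ratio across the kinetic read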
M1 ag: agonists of human M1 muscarinic receptor; P11229; CHO-K1 hM1, Fluo-8 calcium fluorescence, agonist mode; 0% DMSO, 100% acetylcholine EC100; 0.33% of 360,000 active; activation, % at 3 µM;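 active means activation above the run's mean compound activation plus 3 SD, cut at about 16% in these data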;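 further: peak over basal fluorescence ratio within a 140 s kinetic read after compound addition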
CHRM1 PAM: potentiates human M1 receptor response to acetylcholine; CHO-K1 hM1, Fluo-8 calcium fluorescence, ACh EC20; 0% = ACh EC20, 100% = maximal ACh; activation, % at 3 µM; P11229; 0.088% of 360,000 active; in the data active means activation above about 19%, passing the limit was not always enough
* = called active by the depositor; nt = no result given; & = joins results of further samples.

SMILES	CHRM1 antagonist	CHRM5 PAM	CHRM4 agonist	TAAR1 agonist	CHRM5 antagonist	CHRM4 antagonist	M5 ag	M1 ag	CHRM1 PAM
CCN1CCN(S(=O)(=O)c2ccc(Cl)c(C(=O)N(CC)Cc3ccccc3)c2)CC1	11.3	-12.2	14.1	1.4	12.7	14.6	2.0	-2.8	-4.6
CCOC(=O)C1=C(C(=O)OCC)N(CC)CCC1=O	-11.8	3.1	1.4	1.6	-5.5	-16.9	1.2	10.6	6.0
CCNc1nc(SCC(=O)OC)nc(N2CCOCC2)n1	-19.2	0.2	0.7	1.6	0.6	-2.7	-0.9	-3.8	8.9
COc1ccc(Cl)cc1NC(=O)CN(C)CC(=O)Nc1cc(OC)c(OC)c(OC)c1	4.4	-8.0	11.6	5.0	4.6	-0.9	1.8	-3.3	-3.4
N#C/C(=C/c1cccn1-c1cccc(C(=O)O)c1)c1ccc(Cl)cc1	8.3	-7.4	-1.1	1.9	5.4	4.5	8.8	-3.6	-1.1
COc1ccc(CC(=O)N/N=C/c2cccs2)cc1OC	-7.9	2.1	2.9	3.1	4.2	-2.0	-1.1	-1.2	1.9
CCOc1ccc(C(C)=O)cc1CN1C(=O)NC2(CCCCCC2)C1=O	-13.9	4.2	0.8	6.3	-0.1	-4.2	-2.5	1.4	13.8
CC(C)c1ccc(C(=O)N2CCCC(c3cc(C(=O)Nc4ccc5c(c4)OCO5)no3)C2)cc1 (stereo unspecified)	-8.0	0.6	1.8	0.5	-3.6	4.4	-1.0	-6.3	-2.6
CC(NC(=O)C(=O)c1cn(CC(=O)N2CCCC2)c2ccccc12)c1ccccc1 (stereo unspecified)	-8.7	1.1	1.6	1.4	8.9	3.7	0.5	-2.7	2.4
CN1CCC2(CC1)C1CN(C)CC=C1C(C#N)=C(N)C2(C#N)C#N (stereo unspecified)	-17.7&-9.5	-2.3&-7.2	7.8&1.2	15.5&2.9	4.2&8.8	6.7&-1.2	1.4&-3.1	-1.6&-7.7	-1.6&7.6
COc1ccc(OC)c(-c2c3cc(O)c(=O)cc-3oc3cc(O)c(O)cc23)c1	32.9*	-13.0	60.0*	nt	12.2	13.2	54.6*	222.5*	-19.4
C[C@@H]1[C@H]2CCCC[C@H]2CN(C(=O)OC(C)(C)C)[C@@H]1CC(=O)c1ccccc1	-7.8	1.3	-2.2	-0.6	-11.4	-11.9	-0.9	-6.3	-3.1
COc1ccccc1CCNC(=O)C(=O)NCC1OCCN1S(=O)(=O)c1ccc(Cl)cc1 (stereo unspecified)	-2.5	-2.0	7.5	36.4	1.1	-4.2	2.0	-6.3	-3.1
C/C(=N\NC(N)=S)C1=CCC2C3CC[C@H]4CC(O)CC[C@]4(C)C3CC[C@]12C (stereo partly specified)	-2.5	4.5	-0.5	6.2	3.4	-3.0	6.8	-3.3	8.7
C/C(=N\Nc1ccc(C(=O)O)cc1)c1ccc(Br)cc1	-4.3	2.1	3.8	6.2	2.8	4.9	1.5	-0.9	4.2
CC(C(=O)Nc1ccccc1-c1ccccc1)N1CCN(Cc2ccccc2)CC1 (stereo unspecified)	10.8	-8.9	-1.6	5.3	10.5	5.6	-6.0	-13.0	-14.0
Nc1ccc(/C=C/c2ccc3ncccc3c2)cc1	2.4	-11.7	14.9	3.7	18.6	9.6	1.4	-3.6	-6.6
CN(C)c1c(F)cc(C(=O)NC(=O)NCc2cccnc2)cc1F	1.3	-0.2	1.8	1.8	-8.5	-6.0	-1.3	-4.7	2.9
Cc1c(NC(=O)c2cccc(F)c2)c(=O)n(-c2ccccc2)n1C	-3.3	-2.4	0.9	4.1	0.6	-6.5	-0.8	-3.7	1.0
O=C(CCCn1c(SCC(=O)c2ccc(Cl)cc2)nc2ccccc2c1=O)NCc1ccco1	1.7	-2.2	0.2	6.3	7.7	6.5	0.0	-3.4	5.8
CCn1c(=O)c(=O)n(CC)c2cc(S(=O)(=O)Nc3cccc(OC)c3)ccc21	-14.9	15.0	-0.9	2.5	-9.2	3.4	1.2	-0.7	14.9
COc1cccc(-n2c(COc3ccccc3C)nnc2SCC(=O)O)c1	0.9	-0.6	0.6	0.7	-6.9	-0.8	2.3	-2.8	2.3
OC(COc1ccc2c(c1)CCC2)Cn1cnc2ccccc21 (stereo unspecified)	-26.7	-2.7	9.9	12.6	4.1	-10.3	-1.6	1.6	-0.4
O=S(=O)(/N=C(/Nc1ccccn1)c1ccccc1)c1ccc(F)cc1	-3.2	0.3	0.0	6.1	5.6	-3.4	-2.0	-2.3	2.6

Some entries already given, reduced to CHRM1 antagonist and M5 ag.
mol | CHRM1 antagonist | M5 ag
OC(COc1ccc2c(c1)CCC2)Cn1cnc2ccccc21 (stereo unspecified) | -26.7 | -1.6
O=S(=O)(/N=C(/Nc1ccccn1)c1ccccc1)c1ccc(F)cc1 | -3.2 | -2.0

Next part
SMILES	CHRM1 antagonist	CHRM5 PAM	CHRM4 agonist	TAAR1 agonist	CHRM5 antagonist	CHRM4 antagonist	M5 ag	M1 ag	CHRM1 PAM
CCOc1ccc(CN(C)C(=O)c2cccc(S(=O)(=O)Nc3ccccc3OC)c2)cc1OC	3.0	-7.1	5.1	1.9	3.8	-7.8	1.3	2.0	-5.1
COc1ccc(NC(=O)CN2CCCCCC2)cc1OC	0.7	7.0	1.0	0.6	-6.9	3.4	-1.4	-3.8	4.3
O=C(Nc1cccnc1)C1(F)C(F)(F)C(F)(F)C(F)(F)C(F)(F)C1(F)F	-2.8	0.0	-0.5	0.1	1.8	-3.0	-6.7	-4.9	2.9
CN(CCc1ccccn1)C(=O)CCC1CCCN(C(=O)c2c3c(nn2C)CCCC3)C1 (stereo unspecified)	7.4	-17.8	15.3	5.7	10.4	-1.5	1.8	-4.5	-16.7
COc1cc(C=C2C(=O)OC(c3ccccc3)OC2=O)cc(Br)c1O (stereo unspecified)	-17.2	-2.2	0.8	2.3	0.0	-12.4	0.2	-3.3	11.2
O=C(c1ccc(-c2cccc(C(F)(F)F)c2)o1)N1CCN(c2ccccc2)CC1	-7.5	6.3	0.2	1.4	-6.3	-3.0	3.1	-1.2	11.5
O=[N+]([O-])c1ccc(NC(=S)N/C(=N/CS(=O)(=O)c2ccccc2)c2ccccc2)cc1	-7.2	1.1	0.9	9.1	-4.2	-5.1	-1.3	-3.3	3.2
COc1ccc(CN2CCC(n3nccc3NC(=O)c3cccc(F)c3)CC2)cc1O	-8.2	-5.0	1.3	2.8	9.0	-9.6	-5.6	-5.6	5.6
Cc1ccc(S(=O)(=O)Nc2ccc3oc(=O)sc3c2)c(C)c1	18.2	-10.8	4.4	8.2	6.3	6.8	-2.8	-1.0	-11.3
COc1ccccc1C1=NC(c2ccc(C)cc2)N=C1C (stereo unspecified)	-1.0	-2.7	-2.0	0.8	7.5	3.8	-3.2	-9.3	-2.7
CC(Oc1ccccc1F)c1ccnc2nc(/N=C/N(C)C)nn12 (stereo unspecified)	-7.7	-13.1	12.3	2.3	24.2	-6.4	-3.3	-7.3	0.1
COc1ccccc1OCCNC(=O)Nc1cc(F)c(F)cc1Cl	-6.4	-3.8	1.5	0.8	-0.3	-2.4	-2.0	-1.8	0.8
O=C(NC1CCN(C(=O)Nc2ccc(F)cc2)CC1)c1ccccc1F	1.2	-1.7	1.3	6.0	8.0	1.8	0.6	-5.3	0.3
Cc1cccc(C)c1NC1=NC2(CCCCC2)N=C(N)N1	13.7	2.6	0.4	4.3	-4.9	-1.2	-5.6	-6.9	-5.4
CCCCN(CCCC)Cc1cc(=O)oc2ccccc12	-1.0	0.5	-2.6	1.2	-8.5	-12.3	-2.0	-7.8	0.7
O=C(NCc1ccc2c(c1)OCO2)c1cc2ccccc2oc1=O	-1.9	-3.7	-0.2	-2.8	-1.5	1.1	-2.8	-2.6	4.4
O=C1C=C(c2ccc(Cl)nc2)C[C@@H](c2ccc3c(c2)OCO3)C1	-7.6	-1.4	0.7	8.6	11.4	0.4	3.0	-6.5	8.2
O=C(c1ccc(-c2ccc([N+](=O)[O-])cc2)o1)N1CCCCCCC1	-14.6	10.8	-0.3	-0.5	-1.3	-11.3	2.4	2.3	24.6
CC(=O)OCC=C1CCC2C3CC(C)C4=CC(=O)CCC4(C)C3C(O)CC12C (stereo unspecified)	-2.2	-20.6	14.7	3.3	11.4	-13.3	1.3	-3.1	-10.0
COc1cccc(OC)c1NC(=O)C1CCCN1C(=O)Nc1cccc(Cl)c1 (stereo unspecified)	-7.7	-1.4	1.8	-2.5	-3.8	-13.9	-1.7	-0.9	7.5
Cc1c(NC(=O)c2cc3ccccc3c(=O)s2)c(=O)n(-c2ccccc2)n1C	24.6	-2.3	-0.6	0.7	0.6	15.7	-4.3	-11.9	-16.1
CCN1CCN(C(=O)/C=C/c2ccc(C)cc2)CC1	1.2	-1.3	1.2	0.7	2.3	-6.3	-4.6	-4.0	4.3
CCCN(CCC)Cc1cc(=O)oc2ccc3ccccc3c12	-26.3	6.6	-2.4	-1.8	-0.4	-3.3	-1.4	-6.2	-5.3
C[n+]1cc[nH]c1SCC(=O)c1ccccc1	7.4	-2.2	0.6	11.8	5.1	0.2	-6.0	-4.5	-1.0
CCOC(=O)c1cc(-c2ccc(C)cc2)n(CCC(=O)NC(C)CC)c1C (stereo unspecified)	-4.2	-3.1	-0.2	3.4	8.3	-0.4	-4.8	-3.3	4.0
O=[N+]([O-])c1ccc(S(=O)(=O)NCC(c2cccnc2)N2CCOCC2)cc1 (stereo unspecified)	-9.5	-3.9	0.4	0.1	-6.6	2.8	-1.2	-3.2	9.4
COc1ccc(-c2csc(NC3=NCCCCC3)n2)cc1	-9.0	-4.2	0.5	4.5	-0.4	-2.1	-2.9	-6.1	10.3
CN(CCNC(=O)C1CCC(=O)N(Cc2ccc(Cl)cc2)C1)CCc1ccccc1 (stereo unspecified)	-3.3	9.8	2.3	16.4	3.9	-2.7	-7.3	-5.8	2.3
COc1cccc(NC(=S)N2CCN(C)CC2)c1	-12.3	0.6	0.8	-0.2	16.4	2.0	-3.2	-6.8	7.9
CC(C)(C)NC(=O)C(c1ccc(C(F)(F)F)cc1)n1c(=O)c(-c2ccco2)nc2ccccc21 (stereo unspecified)	nt	5.0	0.1	-1.4	-7.3	-6.2	-3.9	nt	nt
COc1cc(OC)cc(C2=Cc3ccc(OC)cc3C(CC(C)=O)N2c2ccc(C#CC3(N)CCCCC3)cc2)c1 (stereo unspecified)	nt	0.4	4.8	21.6	4.8	15.7	0.6	nt	nt
COCCNC(=O)CN(C)S(=O)(=O)c1ccc(Br)cc1	-1.8	-3.4	0.1	2.6	3.6	13.7	-1.5	-5.6	5.6

This is a subset, so the mix of outcomes need not match the whole.
